# Source: PubChem (National Center for Advancing Translational Sciences (NCATS))
# PGK inhibitor = blocks T. brucei phosphoglycerate kinase; Potency, µM (titrated, usually from 57.5 µM), inactives show at the highest dose activity change, negative = inhibition, most hits filed as inhibitors; AID 602233; P07378; 380,000 tested, 0.043% active; PGK/GAPDH coupled, Kinase-Glo luminescence, 60 min; further: potency means the concentration at half of the fitted maximal effect; on the % scale 0 is the no-effect control and ±100 the full control effect; nearly all actives have a fitted effect of over 60% in size
#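 Recombinant glycosomal PGK reaction used 1,3-bisphosphoglycerate generated in-well by GAPDH (100nM final) in 100mM TEA pH 7.6, 5mM MgCl2, 0.01% Tween-20. After 60 minutes at room temperature, ATP was read by Kinase-Glo Plus luminescence end-point.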
# TrxR1 substrate = is turned over as a substrate by rat TrxR1 | 390,000 tested, 0.01% active | AID 588456 | O89049 | purified TrxR1 substrate turnover, NADPH consumption readout | Potency, µM (series often up to 114 µM), without a hit: at the highest dose activity change, negative = substrate turnover; further: potency means the concentration at half of the fitted maximal effect; on the % scale 0 is the no-effect control and ±100 the full control effect; nearly all actives have a fitted effect of over 50% in size
#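 Rat TrxR1, dispensed at 90 nM, was prereduced with 400 uM NADPH (final) for 5 min at ~22 deg C, then incubated with compound 15 min before 400 uM selenite. A first-read NADPH fluorescence drop versus no-compound background flagged substrates.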
# mIDH1 inhibitor = blocks human mutant IDH1 R132H enzyme | AID 602179 | IDH1-R132H enzyme, NADPH consumption, diaphorase/resazurin fluorescence | 390,000 tested, 0.093% active | Potency, µM (highest dose often 76.6 µM), for the others: top-dose activity change, negative = inhibition, actives largely listed as inhibitors; further: potency means the concentration at half of the fitted maximal effect; on the % scale 0 is the no-effect control and ±100 the full control effect; nearly all actives have a fitted effect of over 65% in size
#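 IDH1-R132H (0.5 ug/mL dispensed) in pH 7.5 Tris buffer was preincubated 30 min with compound, then given a substrate mix of 0.016 mM NADPH and 2 mM alpha-KG for 80 min at room temperature; remaining NADPH was read by diaphorase/resazurin fluorescence.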
# TrxR1 inh = inhibitors of rat thioredoxin reductase 1 | O89049 | recombinant rTrxR1, NADPH fluorescence consumption, selenite substrate | Potency, µM (doses to about 114 µM), for inactives: at the highest dose activity change, negative = inhibition, actives largely listed as inhibitors | 390,000 tested, 1% active; further: potency means the concentration at half of the fitted maximal effect; on the % scale 0 is the no-effect control and ±100 the full control effect; nearly all actives have a fitted effect of over 65% in size
#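 Rat TrxR1 (90 nM in the dispensed reagent) was pre-reduced with 400 uM NADPH for 5 min at room temperature, then incubated with compound for 15 min. After 400 uM selenite was added, NADPH fluorescence (Ex 340/Em 450 nm) was followed for 8 min.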
# USP1-UAF1 inh = blocks the human USP1/UAF1 deubiquitinase complex. O94782. recombinant USP1/UAF1, Ub-Rhodamine cleavage fluorescence. Potency, µM (highest dose often 57.1 µM), without a hit: top-dose activity change, negative = inhibition, usual class: inhibitors. 390,000 tested, 0.23% active; further: potency means the concentration at half of the fitted maximal effect; on the % scale 0 is the no-effect control and ±100 the full control effect; nearly all actives have a fitted effect of over 60% in size; inactives centre near -12
# Target sequence (O94782 whole entry, looked up): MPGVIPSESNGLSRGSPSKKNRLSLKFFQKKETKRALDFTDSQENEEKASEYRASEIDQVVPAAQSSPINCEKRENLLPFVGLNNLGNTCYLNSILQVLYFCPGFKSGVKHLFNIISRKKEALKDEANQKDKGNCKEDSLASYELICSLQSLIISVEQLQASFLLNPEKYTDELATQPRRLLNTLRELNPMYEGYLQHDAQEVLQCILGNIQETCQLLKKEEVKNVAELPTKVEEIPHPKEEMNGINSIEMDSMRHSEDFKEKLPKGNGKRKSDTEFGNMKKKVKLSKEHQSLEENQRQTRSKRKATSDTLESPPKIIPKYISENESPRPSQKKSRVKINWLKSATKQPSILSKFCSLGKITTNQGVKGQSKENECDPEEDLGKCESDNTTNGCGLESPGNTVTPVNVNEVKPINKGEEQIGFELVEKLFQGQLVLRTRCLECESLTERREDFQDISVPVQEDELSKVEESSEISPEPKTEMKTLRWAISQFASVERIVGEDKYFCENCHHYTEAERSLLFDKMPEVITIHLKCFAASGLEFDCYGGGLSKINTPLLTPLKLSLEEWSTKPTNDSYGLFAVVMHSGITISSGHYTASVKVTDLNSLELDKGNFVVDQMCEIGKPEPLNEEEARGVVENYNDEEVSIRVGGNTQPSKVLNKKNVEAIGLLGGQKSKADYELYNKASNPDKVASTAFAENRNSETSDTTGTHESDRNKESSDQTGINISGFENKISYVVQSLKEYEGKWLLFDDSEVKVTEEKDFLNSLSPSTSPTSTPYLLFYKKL
#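 High-throughput fluorogenic screen: 1nM USP1/UAF1 complex, Ub-Rho substrate 150nM final, 50mM HEPES pH 7.8 with 0.5mM EDTA, 0.1 mg/ml BSA, 1mM TCEP and 0.01% Tween-20.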
# Pin1 inhibitor = inhibitors of human Pin1. Q13526. Pin1 FP peptide displacement, HiFluor488, 10 min. Potency, µM (highest dose often 115 µM), inactives show at the top dose activity, negative = inhibition, most hits filed as inhibitors. 390,000 tested, 0.009% active. AID 504891; active means well fitted inhibition curve with a large enough effect in the polarisation, with a control signal flat, not every such curve was filed as active; inconclusive means small, poorly fitted or top-dose-only effect, or effect the other way, or a change in a side signal; inactive means no such curve, though single readings can be large or run the other way; the % refers to the polarisation; further: potency means the concentration at half of the fitted maximal effect; on the % scale 0 is the no-effect control and ±100 the full control effect
# GLS inh = blocks human kidney-isoform glutaminase activity; Potency, µM (highest dose often 45.5 µM), inactives show at the highest dose activity change, negative = inhibition, usual class: inhibitors; GLS enzymatic activity, qHTS titration; 410,000 tested, 0.21% active; O94925; further: potency means the concentration at half of the fitted maximal effect; on the % scale 0 is the no-effect control and ±100 the full control effect
#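 hKGA in 45 mM KH2PO4 pH 8.2, 0.02% Tween-20 with pin-transferred compounds; 1 mM L-glutamine (stock) plus glutamate oxidase/HRP/Amplex Red coupling added. Fluorescence read initially and after 30 min at RT.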
# HP1b chromo inh = inhibitors of HP1-beta chromodomain binding to methylated histone tails. 390,000 tested, 0.56% active. AlphaScreen HP1-beta / biotin-H3K9me3 peptide binding. AID 540317. Potency, µM (doses to about 114 µM), for the others: top-dose activity change, negative = inhibition, usual class: inhibitors; further: potency means the concentration at half of the fitted maximal effect; nearly all actives have a fitted effect of over 70% in size; inactives centre near 23
# Target sequence (P83916 whole entry, looked up): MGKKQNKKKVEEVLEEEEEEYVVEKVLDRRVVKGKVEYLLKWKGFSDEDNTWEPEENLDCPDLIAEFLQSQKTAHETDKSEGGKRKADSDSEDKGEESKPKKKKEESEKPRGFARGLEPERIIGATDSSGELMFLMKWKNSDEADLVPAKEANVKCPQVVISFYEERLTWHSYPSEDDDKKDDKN
#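 Compound inhibition of the preformed complex between 50 nM HP1-beta and 50 nM biotinylated H3K9me3 peptide was read by AlphaScreen. Buffer was PBS pH 7.4 with 0.01% Tween-20. Incubations ran 30 min at room temperature, with 10 ug/mL donor/acceptor beads.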
# PI4K2A inh = PI4K2A (human) kinase inhibition | Q9BTU6 | purified PI4K2A, ADP-Glo luminescence, 1 h; hits give low values | activity change, negative = inhibition, % at 76.9 µM | 420,000 tested, 0.13% active; in the data active means activity change below about -50%; inconclusive means mostly about -30% to -49%;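 further: -100% = wells without enzyme as full effect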
#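 PI4K2A activity was measured by ADP-Glo luminescence: enzyme (4 ug/mL stock) and phosphatidylinositol (1.2 mM stock) in Tris pH 7.5/MgCl2/EGTA/Triton X-100 buffer were reacted with ATP (300 microM stock) for one hour at ambient temperature.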
# Starred values were filed as active, the others as inactive; i = inactive; ? = inconclusive; / = not tested or not shown; [ ] = dose if it differs, or a comment. Unless noted, the call rests on the fitted dose curve; in most records, active means well fitted curve in the direction sought with a large enough effect; inconclusive means small, poorly fitted or top-dose-only effect, or another doubt; inactive means no such curve, though single readings can be large; an effect the other way counts as inactive or inconclusive.
SMILES,PGK inhibitor,TrxR1 substrate,mIDH1 inhibitor,TrxR1 inh,USP1-UAF1 inh,Pin1 inhibitor,GLS inh,HP1b chromo inh,PI4K2A inh
CCC(C)(C)NC(=O)C1CCCN(S(=O)(=O)c2ccc3c(c2)CC(C)N3C(=O)C2CC2)C1 (stereo unspecified),12%,0%,3%,12%,-14%,-2%,3%,21%,0
NC(=S)NN=C1Cc2cccc3cccc1c23,-2%,3%,-4%,3%[57.1 µM],-19%,0%,2%,36%,4
CCCCC(CC)C(=O)Nc1ncc([N+](=O)[O-])s1 (stereo unspecified),-9%,0%[57.1 µM],0%,-7%[57.1 µM],1%,5%,6%,-12%,-16
Clc1ccc(CO/N=C2\CCCc3nonc32)cc1,-3%,11%[57.1 µM],-1%,8%[57.1 µM],-4%,7%,?,81%[activator],4
Nc1nc(N)c2sc3nc4c(cc3c2n1)CCC4,-14%,17%,4%,-1%[57.1 µM],-3%,9%,3%,18%,4
Cc1ccc(S(=O)(=O)N2CCCOC2CNC(=O)C(=O)NCCN2CCOCC2)cc1 (stereo unspecified),-6%,-5%,2%,-1%,-1%,-2%,1%,11%,-2
Cn1c(SCC(=O)N2CCOCC2)ncc(C(=O)Nc2ccccc2)c1=O,-4%,5%[57.1 µM],16%,15%[57.1 µM],-14%,0%,4%,50%[activator],2
CC(C)(C)C(=O)OCC1OC(n2cnc(C(N)=O)n2)C(O)C1O (stereo unspecified),/,-6%,4%,14%,-1%,1%,-7%,27%,0
CN1CCN(C(=O)NCC23CC4CC(CC(C4)C2)C3)CC1,-4%,3%,1%,8%,-20%,2%,-2%,39%[activator],1
Cc1ccc(N2CC(NC(=O)C(=O)c3c[nH]c4ccccc34)CC2=O)cc1 (stereo unspecified),i,-3%[57.1 µM],-12%,11%[57.1 µM],-20%,3%,6%,15%,0
Cc1ccc(S(=O)(=O)N(C)C)cc1NC(=O)COc1ccccc1C(=O)Nc1ccccc1,-6%,3%,0%,17%,-17%,7%,-7%,35%,3
COc1ccc2c(c1)-c1nc(/N=C/c3ccc(O)c(OC)c3)sc1CC2,-5%,-13%,19%,?,-16%,?,21%,?,-7
COCCCNC(=S)N1CCN(S(C)(=O)=O)CC1,1%,5%,9%,7%,7%,2%,2%,8%,-2
Oc1[nH]c(=S)sc1/C=C1\C(c2ccccc2)=Nc2ccccc21,-1%,-9%,-3%,-18%,-7%,59%[activator],16%,-14%,0
O=C(CN(c1ccc2c(c1)OCCO2)S(=O)(=O)c1ccccc1)NCc1ccc(Cl)cc1,i,2%,7%,-2%,-10%,5%,-9%,15%,5
O=C(CCc1ccc(Oc2cc([N+](=O)[O-])cc([N+](=O)[O-])c2)cc1)NC1CCCC1,/,2%,2%,14%,-16%,1%,0%,8%,0
COc1ccc(NC(=O)CNC(=O)Cc2cccc3ccccc23)cc1,1%,0%,-7%,5%,0%,6%,10%,14%,-2
O=C(NCc1ccc2c(c1)CCN2C(=O)c1ccncc1)c1cccc(Cl)c1,-2%,-11%[57.1 µM],6%,-15%[57.1 µM],-12%,-2%,-4%,15%,0
COc1cc(Cl)c(S(=O)(=O)NCc2ccccn2)cc1Cl,-1%,10%[57.1 µM],6%,14%[57.1 µM],-9%,-25%,5%,8%,-2
Cc1nn(CC(=O)Nc2ccc(C(C)C)cc2)c(=O)c2c(C)n(-c3ccc(Cl)cc3)nc12,8%,0%[57.1 µM],-17%,24%[57.1 µM],?,5%,5%,20%[57 µM],-1
COC(=O)C1=C(C)Nc2ncnn2C1c1ccco1 (stereo unspecified),4%,2%,0%,-1%,-9%,8%,16%,22%,-6
C[C@@H](NC(=O)C1(c2ccccc2)CCN(C(=O)OC(C)(C)C)CC1)C(=O)N[C@@H](C(=O)O)c1ccccc1,7%,-2%,-9%,-5%,-1%,28%,9%,10%,0
CC(=O)c1ccc(NS(=O)(=O)c2ccc3c(c2)CCC(=O)N3)cc1,-1%,-1%,-1%,12%,-21%,0%,0%,39%[activator],-1
CCOC(=O)c1ccc(N=Nc2c(C)c(C#N)c(O)[nH]c2=O)cc1,5%,0%,-4%,-1%,-26%,-24%,1%,20%,1
O=C(c1cccc(N2C(=O)C3C4C=CC(C4)C3C2=O)c1)N1CCN(c2ccccc2Cl)CC1 (stereo unspecified),-1%,-7%,1%,10%,2%,-7%,1%,-1%[57 µM],-10
Cc1ccc(C2(CCNCc3ccc(N(C)C)cc3)CCOC(C(C)C)C2)cc1 (stereo unspecified),2%,4%[57.1 µM],2%,-3%[57.1 µM],-11%,1%,18%,?,-4
CC(=O)N1c2ccc(S(=O)(=O)NCC3CCC(C(=O)NCCC(C)C)CC3)cc2CC1C (stereo unspecified),i,3%,-8%,1%,-16%,1%,-25%,39%,-24
COc1cccc(C(=O)Nc2nnc(-c3ccc(OC)cc3OC)s2)c1,3%,15%[57.1 µM],0%,20%[57.1 µM],-12%,6%,0%,5%,6
COC(=O)CSc1nc2cc(Cl)ccc2c(=O)n1C1CCCC1,-8%,-4%,1%,-7%,-10%,4%,-2%,50%[activator],2
CCC(NC(=O)c1ccccc1NC(=O)c1ccccc1)C(=O)O (stereo unspecified),i,7%,0%,4%,14%,2%,10%,28%,1
CC1Cc2ccccc2N1C1=NS(=O)(=O)c2ccccc21 (stereo unspecified),-5%,-1%,1%,6%,-2%,3%,-2%,25%,4
CC(=O)Nc1nc(-c2ccccc2)c(-c2ccccc2)s1,/,22%,/,21%,/,12%,/,25%,/
Cc1ccc(S(=O)(=O)N(C)C)cc1NC(=O)CN1CCCC1,-7%,6%,-5%,17%,-23%,3%,15%,-21%,0
CC(C)N(C(=O)NC(=O)Nc1ccccn1)S(C)(=O)=O,0%,34%[activator],6%,10%,-18%,-11%,-14%,50%[activator],-1
CCC1(CC)Cc2ccccc2C(=C(C#N)C#N)N1,-7%,1%[57.1 µM],-2%,18%[57.1 µM],-9%,1%,-8%,53%[activator],2
COc1ccc(OC)c(NC(=O)Cn2cc(C#N)c3cc(Br)ccc32)c1,-6%,8%,0%,32%,-2%,-2%,-4%,19%,-1
CC(/C=N\NC(=O)CN1CCN(S(=O)(=O)c2ccc(C)cc2)CC1)=C\c1ccccc1,2%,-17%,0%,-17%,-16%,4%,-2%,2%,2
COc1ccc2c(C)cc3nncn3c2c1,-7%,3%,2%,-3%,-11%,0%,0%,31%,-4
COCCN(C(=O)COc1ccccc1)c1nnc(-c2cccnc2)s1,-7%,12%,-3%,29%,-2%,-5%,22%,58%[activator],-10
CCCNC(=O)CCC(=O)N1Cc2ccccc2Oc2ncccc21,-2%,16%,11%,42%[activator],-19%,2%,-10%,43%[activator],0
COc1ccc(N2CCN(C(=O)CN3C(=O)NC4(CCCc5ccccc54)C3=O)CC2)cc1 (stereo unspecified),0%,-1%[57.1 µM],-11%,0%[57.1 µM],-8%,5%,24%,-12%,-2
COc1ccc(NC(=O)CN2CCC(NC(=O)c3ccco3)CC2)c([N+](=O)[O-])c1,-10%,2%,4%,6%,1%,37%[activator],-5%,-11%,-2
O=C(O)C1CCN(c2nc(-c3ccccc3)c3cc(Br)ccc3n2)CC1,-21%,17%[57.1 µM],-8%,10%[57.1 µM],-15%,-19%,-8%,56%[activator],1
COc1ccc(CNc2ccc(S(=O)(=O)N3CCN(C)CC3)cn2)cc1OC,4%,9%[11.4 µM],1%,7%[11.4 µM],-5%,-2%,0%,21%,-5
CC(C)NCC(O)COCc1ccc(Cl)cc1 (stereo unspecified),-6%,5%[57.1 µM],2%,11%[57.1 µM],-1%,2%,0%,28%,5
O=C(CSc1nn(-c2ccc(F)cc2)c(=S)s1)NCC1CCCO1 (stereo unspecified),i,-6%,8%,3%,-15%,12%,-21%,64%[activator],6
COC(=O)c1ccccc1NC(=O)Cn1cnc2sc(C)c(S(=O)(=O)N3CCC(C)CC3)c2c1=O,1%,-6%,0%,6%,-8%,-9%,12%,16%,-1
CCCCN(C)C(=O)c1nc2ccccn2c1CNC1CCC1,0%,0%[57.1 µM],-11%,4%[57.1 µM],-20%,2%,3%,17%,4

# Looked up by compound from the entries so far, four records:
SMILES,PGK inhibitor,TrxR1 substrate,mIDH1 inhibitor,TrxR1 inh,USP1-UAF1 inh,Pin1 inhibitor,GLS inh,HP1b chromo inh,PI4K2A inh
O=C(CSc1nn(-c2ccc(F)cc2)c(=S)s1)NCC1CCCO1 (stereo unspecified),i,-6%,8%,3%,-15%,12%,-21%,64%[activator],6
COc1ccc(NC(=O)CN2CCC(NC(=O)c3ccco3)CC2)c([N+](=O)[O-])c1,-10%,2%,4%,6%,1%,37%[activator],-5%,-11%,-2
CC(C)NCC(O)COCc1ccc(Cl)cc1 (stereo unspecified),-6%,5%[57.1 µM],2%,11%[57.1 µM],-1%,2%,0%,28%,5
O=C(O)C1CCN(c2nc(-c3ccccc3)c3cc(Br)ccc3n2)CC1,-21%,17%[57.1 µM],-8%,10%[57.1 µM],-15%,-19%,-8%,56%[activator],1

# A portion of the library, so the mix of outcomes need not match the whole.
